# MrgX1 ag – human MrgX1 receptor agonism, primary screen. Q96LB2. MrgX1-HEK293 cells, Fluo-4 calcium fluorescence, agonist mode; hits give high values. B-score at 10 µM. 310,000 tested, 0.44% active;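 active = calcium response B-score plate-corrected fluorescence ratio at least 3 library SD, with starting fluorescence B-score inside 5 SD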
#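 Assay system: stable human MrgX1 HEK293 cell line. Quantity: 15,000 cells per well. Schedule: cells plated overnight, dye loaded 0.5 h 37 °C, 0.5 h room temperature. Detection: Fluo-4 NW calcium-flux fluorescence, kinetic read. Read-out basis: peak-minus-minimum fluorescence over baseline, converted to B scores. Control set: positive and negative control wells on each plate.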
# ANO1 block – inhibitors of mouse TMEM16A calcium-activated chloride channel; normalized B-score (activity score, 25-100; higher = stronger inhibition) at 10 µM; HEK293 TMEM16A/YFP iodide influx fluorescence, ionomycin; 310,000 tested, 1.2% active; Q8BHY3;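 active = ratio plate-corrected score three or more library SD toward inhibition, starting fluorescence score within five deviations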;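 note: score derived from kinetic fluorescence span divided by baseline fluorescence per well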
# RGS4 act – potentiators or activators of RGS4; HEK293 M3R/inducible RGS4, carbachol calcium flux Fluo4; hits give low values; 310,000 tested, 0.92% active; B-score at 10 µM;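 active = B-score of the integrated calcium signal more than 4 SD below the library mean, with starting fluorescence not abnormally high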;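 note: negative B-score means reduced calcium response which marks RGS4 activation or potentiation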
#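 Material: Inducible-RGS4 HEK293 cells carrying M3 receptor; also added: carbachol at ECmax as muscarinic agonist stimulus; incubation: compound preincubation 20 min at room temperature before agonist; signal: Fluo4-AM (2 µM) calcium-flux fluorescence, kinetic read; measure: integrated calcium ratio converted to B score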
# TMEM16A act – mouse TMEM16A channel activation, primary screen; 340,000 tested, 0.3% active; HEK293 TMEM16A/YFP-H148Q/I152L, iodide quench fluorescence; hits give low values; B-score at 10 µM;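 active = fluorescence-ratio B-score plate-corrected deviation score at least 3 library SD below zero, with starting fluorescence score within 5 deviations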;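 note: channel opened by trigger with iodide after compound preincubation; score built on the fluorescence ratio of max minus min over baseline; more negative score means more quench and so TMEM16A activation or potentiation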
# KCNK9 inh – blocks the human KCNK9 two-pore domain potassium channel; AID 488922; HEK293 KCNK9, FluxOR thallium flux fluorescence; hits give low values; 310,000 tested, 1.2% active; B-score at 10 µM;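 active = ratio B-score over 3 SD below the library mean, with starting fluorescence within 5 SD of its mean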;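 note: negative B-score means less thallium flux so channel inhibition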
# hERG protect – compounds protecting human hERG from proarrhythmic drug block | Q12809 | CHO-hERG, FluxOR thallium flux, dofetilide IC70 present | 310,000 tested, 0.51% active | AID 1511 | activation (rescue from dofetilide block), less the hit threshold, % at 10 µM;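 active = activation above the mean of controls blocked by dofetilide plus 5 SD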;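 note: thallium influx through hERG after potassium depolarization seen as dye fluorescence rise; in these data hits start at about 4.7%; inactives centre near -7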
# RGS4 block – inhibitors of human RGS4. P49798. HEK293 M3R/RGS4 inducible, Fluo-4 calcium flux; hits give high values; triggered by carbachol at its EC20. B-score at 10 µM. 310,000 tested, 0.45% active. AID 463165;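 active = B-score, a plate-corrected calcium signal, over three deviations above library mean, with baseline fluorescence within five deviations of library mean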;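 note: RGS4 expression induced by doxycycline in cells with stable M3 receptor; B-score is computed from the integrated fluorescence ratio over baseline after carbachol; higher B-score means a larger calcium signal and so more RGS4 inhibition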
# Target sequence (P49798 whole entry, looked up): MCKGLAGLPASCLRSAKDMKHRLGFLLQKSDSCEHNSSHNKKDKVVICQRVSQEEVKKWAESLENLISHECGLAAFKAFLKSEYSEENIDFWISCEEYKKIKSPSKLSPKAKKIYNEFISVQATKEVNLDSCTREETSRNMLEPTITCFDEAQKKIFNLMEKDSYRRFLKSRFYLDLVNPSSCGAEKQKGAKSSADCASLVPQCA
# KCNQ1 inh – inhibitors of human KCNQ1 potassium channel; P51787; 310,000 tested, 1.3% active; CHO-K1 KCNQ1, FluxOR thallium flux fluorescence; hits give high values; AID 2642; B-score at 10 µM;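 active = compounds whose thallium flux B-score, printed positive for inhibition, exceeds three library SD while starting fluorescence stays within three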;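 note: channel opened by potassium depolarization with thallium stimulus after 20 min compound exposure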
# Target sequence (P51787 whole entry, looked up): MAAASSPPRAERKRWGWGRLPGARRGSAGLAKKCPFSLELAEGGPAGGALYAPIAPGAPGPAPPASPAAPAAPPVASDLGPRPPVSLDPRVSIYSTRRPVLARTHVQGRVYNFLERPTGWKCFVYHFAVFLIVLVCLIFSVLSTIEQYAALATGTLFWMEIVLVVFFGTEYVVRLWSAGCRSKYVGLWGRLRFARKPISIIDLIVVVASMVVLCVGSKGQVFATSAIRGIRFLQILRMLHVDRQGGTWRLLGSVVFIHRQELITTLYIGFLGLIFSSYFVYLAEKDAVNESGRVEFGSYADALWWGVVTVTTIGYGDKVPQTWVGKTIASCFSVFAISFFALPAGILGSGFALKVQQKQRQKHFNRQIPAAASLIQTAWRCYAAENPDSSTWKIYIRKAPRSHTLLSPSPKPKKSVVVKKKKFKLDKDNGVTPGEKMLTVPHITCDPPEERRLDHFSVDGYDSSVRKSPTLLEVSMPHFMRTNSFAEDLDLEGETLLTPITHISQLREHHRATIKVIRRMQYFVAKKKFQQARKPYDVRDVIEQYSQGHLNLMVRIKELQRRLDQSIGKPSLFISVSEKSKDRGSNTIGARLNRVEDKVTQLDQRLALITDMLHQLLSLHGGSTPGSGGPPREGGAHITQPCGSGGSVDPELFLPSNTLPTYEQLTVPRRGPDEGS
# KCNK3 block – human KCNK3 channel inhibition, primary screen. O14649. CHO-KCNK3 thallium flux, FluxOR fluorescence; hits give low values. B-score at 10 µM. 340,000 tested, 0.84% active. AID 602410;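 active = B-score under library mean minus 4 SD, starting fluorescence ratio at most library mean plus 5 SD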;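 note: more negative B-score means stronger inhibition of thallium flux through KCNK3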
# KCNQ1 act – human KCNQ1 channel potentiation or activation; P51787; CHO-K1 KCNQ1, thallium flux FluxOR fluorescence; hits give high values; B-score at 10 µM; 310,000 tested, 0.35% active;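 active = fluorescence ratio B-score, a plate-corrected score, at least three library SD, with initial intensity B-score within 5 SD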
#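 Medium – assay buffer, equal DMSO in all wells · Material – CHO-K1 cell line with stable KCNQ1 potassium channel expression · Signal – kinetic FluxOR thallium fluorescence, 10-s 1-Hz baseline, 110-s post-stimulus read · Compound – single concentration per compound, DMSO matched to controls · Schedule – 37 °C overnight plating, 90-min dark dye load, 20-min compound pretreatment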
# MrgX1 allo act – allosterically activates human MrgX1 receptor signaling; Q96LB2; MrgX1-HEK293, Fluo-4 calcium flux, FDSS; hits give high values; B-score at 10 µM; 310,000 tested, 0.63% active; AID 588675;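 active = plate-corrected calcium response at least 3 library SD above typical, normal starting fluorescence, not activating the receptor alone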;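 note: compound read alongside a low EC10 to EC30 dose of BAM8-22 agonist; peak minus trough fluorescence over baseline measured at the second addition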
# Numbers without * were called inactive; i = inactive; · = not tested or not shown.
SMILES,MrgX1 ag,ANO1 block,RGS4 act,TMEM16A act,KCNK9 inh,hERG protect,RGS4 block,KCNQ1 inh,KCNK3 block,KCNQ1 act,MrgX1 allo act
COc1cc(OC)cc(-n2nc(C(=O)N3CC(C)CC(C)C3)c3ccccc3c2=O)c1 (stereo not drawn),i,i,i,i,i,-11,i,i,i,i,i
CC(C)n1nc(CC(=O)O)c2ccccc2c1=O,i,i,i,i,i,-6,i,i,i,i,i
Cc1cc(C(=O)N/N=C/c2ccc3c(c2)OCO3)c(C)n1-c1ccc(F)cc1,i,i,i,i,i,-13,i,i,i,i,i
COc1cc2c(cc1OC)CN(CC(=O)Nc1ccccc1C(=O)NCc1ccccc1)CC2,i,i,i,i,i,-19,i,i,i,i,i
Cc1ccc(S(=O)(=O)CCC(=O)OCc2ccc(Cl)c(Cl)c2)cc1,i,i,i,i,i,-7,i,i,i,i,i
COc1ccccc1C(=O)Nc1ccc(NC(=O)c2ccco2)c(C)c1,i,i,i,i,i,-10,i,i,i,i,i
COC(=O)c1cc2ccsc2n1Cc1nc(-c2ccc(Cl)cc2)oc1C,i,i,i,i,i,-1,i,i,i,i,i
O=C(CSc1ccc2ccccc2c1)NCCc1ccc(O)c(O)c1,i,i,i,i,i,-3,i,i,i,i,i
O=C(NN=C1CCCC1)c1n[nH]c2c1CCC2,i,i,i,i,i,-9,i,i,i,i,i
CCC(=O)N1CCCc2cc(S(=O)(=O)N3CCN(C4CCCCC4)CC3)ccc21,i,i,i,i,i,-8,i,i,i,i,i
CCSc1nnc(NC(=O)Cc2cc(OC)c(OC)c(OC)c2)s1,i,i,i,i,i,-14,i,i,i,i,i
Cc1cccc(NC(=O)N2CCC(NC(=O)c3ccccc3C)CC2)c1,i,i,i,i,i,-12,i,i,i,i,i
C/C(=N\Nc1cccc2cccnc12)c1ccc[nH]1,i,i,i,i,i,-14,i,i,i,i,i
Oc1cc(Cc2ccccc2)cnc1CN1CCCCC1,i,i,i,i,i,-11,i,i,i,i,i
c1ccc(-c2ncnc3nc4n(c23)CCC4)cc1,i,i,i,i,i,-8,i,i,i,i,i
COc1cccc(CN(C)C(=O)c2ccc(S(=O)(=O)N3CCCC3)cc2)c1OC,i,i,i,i,i,-11,i,i,i,i,i
Cc1nccn1-c1ccc(C(F)(F)F)cc1[N+](=O)[O-],i,i,i,i,i,-13,i,i,i,i,i
Cc1ccc(NC(=O)c2c(C(F)(F)F)nn(C)c2SCc2cccc(C(F)(F)F)c2)cc1C,i,100*,i,i,i,-11,i,i,i,i,i
CN(C)S(=O)(=O)c1cccc(C(=O)OCC(=O)Nc2sccc2C(N)=O)c1,i,i,i,i,i,-10,i,i,i,i,i
COC(=O)c1ccc2ccn(CC(=O)NC3CCCCC3)c2c1,i,i,i,i,i,-7,i,i,i,i,i
CN(C)S(=O)(=O)c1ccc(N2CCCC2)c(C(=O)Nc2ccc(F)cc2F)c1,i,i,i,i,i,-2,i,i,i,i,i
COc1ccc(C(=O)C2CCCN(C(=O)c3ccoc3C)C2)cc1F (stereo not drawn),i,i,i,i,i,-15,i,i,i,i,i
O=C(Nc1cc(F)c(Br)cc1F)c1ccc(Cl)cc1,i,i,i,i,i,-9,i,i,i,i,21*
Cc1ccc2c(CC(=O)N3CCN(S(=O)(=O)c4ccc5c(c4)OCCO5)CC3)coc2c1,i,i,i,i,i,-11,i,i,i,i,i
COc1ccc(Cl)cc1C(=O)OCC(=O)NC(=O)c1cccn1C,i,i,i,i,i,-5,i,i,i,i,i
# Remaining list, next part.
SMILES,MrgX1 ag,ANO1 block,RGS4 act,TMEM16A act,KCNK9 inh,hERG protect,RGS4 block,KCNQ1 inh,KCNK3 block,KCNQ1 act,MrgX1 allo act
COc1cc2c(c(OC)c1OC)CCc1cnoc1-2,i,i,i,i,i,-3,i,i,i,i,i
CCS(=O)(=O)c1nc(S(=O)(=O)c2ccc(C)cc2)c(NCCN2CCOCC2)s1,i,i,i,i,i,-8,i,i,i,i,i
CCOc1ccc(S(=O)(=O)NCc2ccc3c(c2)OCO3)cc1C(=O)O,i,i,i,i,i,1,i,i,i,i,i
O=C(O)c1cc2c(s1)-c1ccccc1OC2,i,i,i,i,i,-4,i,i,i,i,i
CC1(C)CC(=O)C(Sc2ccccc2C(=O)O)=C(O)C1,i,i,i,i,i,-12,i,i,i,i,i
CC(=O)Nc1sc(N/N=C\c2cccc(Cl)c2)nc1-c1cccs1,i,i,i,i,i,-4,i,i,i,i,i
COc1ccc2nc(C)c(C(N)=O)cc2c1,i,i,i,i,i,1,i,i,i,i,i
COC(=O)[C@]1(Cc2ccccc2)N[C@H](c2ccc(-c3ccc4c(c3)OCO4)cc2)[C@@H]2C(=O)N(C)C(=O)[C@@H]21,i,i,i,i,i,-7,i,i,i,i,i
O=C(Nc1cccc(F)c1)N(Cc1ccc(Cl)cc1)CC(O)C(F)(F)F (stereo not drawn),i,100*,i,i,i,-12,i,8*,i,i,i
Cc1cc(C)nc(SCc2cc(=O)c(OC(=O)c3ccco3)co2)n1,i,i,i,i,i,-2,i,i,i,i,i
COC(=O)C[C@H]1c2ccc(C(F)(F)F)cc2S(=O)(=O)N1Cc1ccccc1,i,i,i,i,i,-9,i,i,i,i,i
Cc1cc(=S)[nH]c2ccccc12,i,i,i,i,i,0,i,i,i,i,i
CCC(C)N(C(=O)COC(=O)/C=C/c1ccc(O)c(OC)c1)C1CCS(=O)(=O)C1 (stereo not drawn),i,i,i,i,i,0,i,i,i,i,i
CC(C)N1CCN(C(=O)C2CCC(=O)N(CCc3cccc(F)c3)C2)CC1 (stereo not drawn),·,·,i,i,i,-6,i,i,i,i,·
COc1ccc(NC(=O)c2c(OC)cccc2OC)c(OC)c1,i,i,i,i,i,-10,i,i,i,i,i
COc1ccc(CS(=O)(=O)c2nc(C)cc(C)c2S(C)(=O)=O)cc1,i,i,i,i,i,-4,i,i,i,i,i
Cc1cc(C)c(C#N)c(Nc2ccc(F)cc2)n1,i,i,i,i,i,0,i,i,i,i,i
Cc1ccc(NCc2nnc(SCC(=O)O)n2Cc2ccccc2)cc1Cl,i,i,i,i,i,-2,i,i,i,i,i
CCOC(=O)c1cc(-c2ccccc2)sc1NC(=O)C(C)OC(=O)c1cccnc1Cl (stereo not drawn),i,i,i,i,i,-14,i,i,i,i,i
O=C(Nc1ccc(Cl)c(Cl)c1)N1CC=C(c2ccccc2)CC1,i,i,i,i,-8.3*,-22,i,11*,i,i,i
COc1ccccc1NC(=O)c1ccc([N+](=O)[O-])o1,i,i,i,i,i,-10,i,i,i,i,i
COc1ccc(Nc2nc(-c3ccc(OC)cc3)c(CCC(=O)O)s2)cc1,i,i,i,i,i,-3,i,i,i,i,i
CCOc1ccccc1NC(=O)c1ccc(NC(=O)c2ccco2)cc1,i,i,i,i,-6.6*,-8,i,i,i,i,i
CCOC(=O)c1cc(NC(=O)Nc2ccccc2Cl)c(C)nc1C,i,i,i,i,i,-12,i,i,i,i,i
O=C(COC(=O)c1cccc(Cl)c1)Nc1ccc2[nH]c(=O)[nH]c2c1,i,i,i,i,i,-4,i,i,i,i,i
# The results go on:
SMILES,MrgX1 ag,ANO1 block,RGS4 act,TMEM16A act,KCNK9 inh,hERG protect,RGS4 block,KCNQ1 inh,KCNK3 block,KCNQ1 act,MrgX1 allo act
O=C(COC(=O)[C@@H]1CCCN1S(=O)(=O)c1ccc(Cl)cc1)NC12CC3CC(CC(C3)C1)C2,i,i,i,i,i,-5,i,i,i,i,i
COc1ccc(C2CC(C(F)(F)F)n3nc(C(N)=O)c(Cl)c3N2)cc1OC (stereo not drawn),i,i,i,i,i,-8,i,i,i,i,i
CC(C)(C)c1ccc(C(=O)CC(Sc2ccc(Cl)cc2)C(=O)O)cc1 (stereo not drawn),i,i,i,i,i,-18,i,i,i,i,i
Cc1ccc(C2(C)NC(=O)N(CC(=O)Nc3cccnc3Cl)C2=O)cc1 (stereo not drawn),i,i,i,i,i,-12,i,i,i,i,i
Cc1noc(C)c1-c1nc(CS(=O)(=O)c2ccc(Cl)cc2)no1,i,i,i,i,i,-9,i,i,i,i,i
C[N+]1=C2CCCCCN2C(O)(c2ccccc2)C1 (stereo not drawn),i,i,i,i,i,-7,i,i,i,i,i
CCOC(=O)CN(Cc1ccc(OC)c(OC)c1)S(=O)(=O)c1ccc(OC)cc1,i,i,i,i,i,-1,i,i,i,i,i
Cc1c(F)cccc1NS(=O)(=O)c1ccccc1C#N,i,i,i,i,i,-3,i,i,i,i,i
CCOC(=O)C(C(=O)Nc1cccc(C)n1)C1CCCCC1 (stereo not drawn),i,i,i,i,i,-13,i,i,i,i,i
CC(C)CC(NC(=O)C(Cc1ccc(OCc2ccccc2)cc1)NC(=O)OC(C)(C)C)C(N)=O (stereo not drawn),i,i,i,i,i,0,i,i,i,i,i
CN(C)c1ccc(/C=N/NC(=O)c2ccc(Cl)cc2)cc1,i,i,i,i,i,-4,i,i,i,i,i
Cc1cc(C)nc(N/C(=N/S(=O)(=O)Cc2ccccc2)Nc2ccccc2)n1,i,i,i,i,i,-13,i,i,i,i,i
O=C1[C@H]2[C@@H](c3ccc(F)cc3)N3C(=O)N(c4ccccc4)C(=O)[C@@]3(Cc3ccccc3)[C@H]2C(=O)N1C1CCCCC1,i,i,i,i,i,-11,i,i,i,i,i
c1ccc(CSc2nnc(Cc3ccccc3)o2)cc1,i,i,i,i,i,-10,i,i,i,i,i
COc1ccc(N2C3=[N+](CC2(C)O)c2ccccc2CC3)cc1 (stereo not drawn),i,i,i,i,i,-10,i,i,i,i,i
Cc1ccc(Cn2nnc3c(=O)n(CC(=O)c4ccccc4)cnc32)cc1,i,i,i,i,i,-10,i,i,i,i,i
COC(=O)C(Cc1ccc(OC(=O)c2ccccc2C)cc1)N1Cc2ccccc2C1=O (stereo not drawn),i,i,i,i,i,-8,i,i,i,i,i
